# Source: PubChem BioAssay (Icahn School of Medicine at Mount Sinai)
# RBX1-CUL1 inh: inhibitors of human ROC1-CUL1 ubiquitin ligase activity; in vitro K48 di-Ub FRET, acceptor:donor ratio, 45 min; hit rate 0.6% among 140,000; inhibition, % at 10 µM; E3 ubiquitin-protein ligase RBX1 (Homo sapiens) + Cullin-1 (Homo sapiens), P62877+Q13616; in the data active means inhibition above about 25%
# Target sequence (P62877 whole entry, looked up): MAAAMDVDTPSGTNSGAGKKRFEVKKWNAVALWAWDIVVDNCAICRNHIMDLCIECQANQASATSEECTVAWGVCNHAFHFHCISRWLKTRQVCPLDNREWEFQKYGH
# Target sequence (Q13616 whole entry, looked up): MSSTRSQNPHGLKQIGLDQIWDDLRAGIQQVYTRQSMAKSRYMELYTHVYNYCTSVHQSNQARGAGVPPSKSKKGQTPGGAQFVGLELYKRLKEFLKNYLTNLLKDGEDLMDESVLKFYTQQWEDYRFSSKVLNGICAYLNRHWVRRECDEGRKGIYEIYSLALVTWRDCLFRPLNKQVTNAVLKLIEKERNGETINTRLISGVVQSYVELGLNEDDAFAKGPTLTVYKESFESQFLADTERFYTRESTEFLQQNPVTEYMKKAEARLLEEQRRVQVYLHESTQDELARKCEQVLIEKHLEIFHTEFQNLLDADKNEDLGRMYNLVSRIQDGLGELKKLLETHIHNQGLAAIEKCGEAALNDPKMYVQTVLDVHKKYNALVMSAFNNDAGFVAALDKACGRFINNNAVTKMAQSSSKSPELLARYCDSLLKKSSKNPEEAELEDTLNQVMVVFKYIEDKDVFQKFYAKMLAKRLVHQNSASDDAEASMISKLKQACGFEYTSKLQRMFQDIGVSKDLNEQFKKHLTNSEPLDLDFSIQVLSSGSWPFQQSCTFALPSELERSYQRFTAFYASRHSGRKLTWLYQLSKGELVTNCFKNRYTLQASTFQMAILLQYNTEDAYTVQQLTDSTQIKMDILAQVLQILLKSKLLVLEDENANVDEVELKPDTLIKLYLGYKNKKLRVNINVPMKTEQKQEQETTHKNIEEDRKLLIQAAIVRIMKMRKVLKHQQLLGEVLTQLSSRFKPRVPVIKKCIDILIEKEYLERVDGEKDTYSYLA
# * marks the source's active call; other numbers are inactive results; & = joins results of further samples.
SMILES,RBX1-CUL1 inh
CCc1ccc(NC(=O)C(=O)NCC(c2cccnc2)N2CCc3ccccc3C2)cc1 (stereo not given),-4.0
CCOc1ccc2nc(SC(CC)C(=O)Nc3nnc(C)s3)sc2c1 (stereo not given),-9.5
COc1ccccc1N1CCN(C(=O)c2nc(SC)ncc2Cl)CC1,-11.5
Cc1ccc(NC(=O)CN(C)S(=O)(=O)c2ccc3[nH]c4c(c3c2)CCCC4)c(Cl)c1,-1.2
COc1ccccc1NC(=O)CN1C(=O)CC(c2ccc(C)c(C)c2)=Nc2ccccc21,-4.1
CC(C)(C)C(=O)n1nc(-c2ccccc2)oc1=O,-2.7
Cc1c(CC(=O)N(C)C)c2c(n1C1CCCCC1)CC(C)(C)CC2=O,-0.9
CN(Cc1ccccc1)Cc1cc(C(=O)N(C)Cc2cnc3ccccn23)no1,-0.3
Cc1ccc(N2CCN(S(=O)(=O)c3nnc(NC(=O)c4ccccc4)s3)CC2)cc1,2.9
COc1cc(C2CC(=O)c3c([nH]c(C(=O)OC4CCCCC4)c3C)C2)cc(OC)c1OC (stereo not given),4.4
Cn1c(=O)[nH]c(=O)c2c1nc1n2CC(C(C)(C)C)=NN1,7.9
CCc1cc2cc(C(=O)Nc3ccc(Cl)cc3)sc2s1,-2.8
COc1ccc(S(=O)(=O)N(C)C)cc1C(=O)O,-6.9
NC(=O)C1CCN(S(=O)(=O)c2ccc(C3CCCCC3)cc2)CC1,-2.7
CCc1cccc(C)c1NC(=O)Cn1c(=O)cc(C)c2c(C)nn(-c3cccc(F)c3)c21,-11.2

# Next part (7 carried over from the part before).
SMILES,RBX1-CUL1 inh
Cc1ccc(N2CCN(S(=O)(=O)c3nnc(NC(=O)c4ccccc4)s3)CC2)cc1,2.9
COc1cc(C2CC(=O)c3c([nH]c(C(=O)OC4CCCCC4)c3C)C2)cc(OC)c1OC (stereo not given),4.4
Cn1c(=O)[nH]c(=O)c2c1nc1n2CC(C(C)(C)C)=NN1,7.9
CCc1cc2cc(C(=O)Nc3ccc(Cl)cc3)sc2s1,-2.8
COc1ccc(S(=O)(=O)N(C)C)cc1C(=O)O,-6.9
NC(=O)C1CCN(S(=O)(=O)c2ccc(C3CCCCC3)cc2)CC1,-2.7
CCc1cccc(C)c1NC(=O)Cn1c(=O)cc(C)c2c(C)nn(-c3cccc(F)c3)c21,-11.2
CCOc1cc(/C=N\NC(=O)c2ccc(NC(=O)C(C)(C)C)cc2)ccc1OC(=O)/C=C/c1ccccc1,9.5
Cc1ccc2nc(-c3ccc(C(C)(C)C)cc3)c(C)c(C(=O)O)c2c1,5.5
O=C(NN1C(=O)c2cc(I)ccc2NC1c1cc(Br)cc(Br)c1O)c1ccncc1 (stereo not given),6.6
Cc1ccc(C(=O)CC(Sc2ccccc2)c2ccc3c(c2)OCO3)cc1 (stereo not given),10.4
Cc1cccc(NC(=O)/C(C#N)=C/c2ccco2)c1,9.4&-1.8
O=C(CCCc1c[nH]c2ccccc12)NCCSc1ccccc1,-8.3
Cc1ccc(C(=O)NC(=S)N(CCCCO)C2CCCCC2)cc1Br,-4.5
CN1CCC(OC(=O)c2cc3cc(Cl)cc(Cl)c3oc2=O)CC1,-3.4
COC(=O)c1cccc(CN2C(=O)SC(Nc3ccccc3)C2=O)c1 (stereo not given),8.2
Cc1ccc2nc(SCC(=O)Nc3ccc(C#N)cc3)[nH]c2c1,3.1
O=S(=O)(c1ccc(F)cc1)N1CCN=C1c1ccccc1,-4.3
Cc1cc(Oc2coc3cc(O)ccc3c2=O)cc(C)c1Cl,-1.5
Cc1cccc2sc(NC(=O)c3sc4nc5c(c(C(F)(F)F)c4c3N)CCCC5)nc12,2.9
COC(=O)c1ccc(-c2nc(-c3cccc(C)c3)no2)cc1,-10.0
O=C(Nc1cc(F)cc(F)c1)C1CCN(C(=O)c2ccccc2F)CC1,9.5
COc1cc(C(C)=O)ccc1OC(=O)c1ccc([N+](=O)[O-])cc1Cl,-2.6
COCCN1CC(C(=O)N2CC=C(c3ccccc3)CC2)CCC1=O (stereo not given),1.0
O=S(=O)(Nc1ccc(O)c(Br)c1)c1ccc(F)cc1,2.3
Cc1ccc([N+](=O)[O-])c(C)c1CC(C)(C)C,3.5
CCOc1ccc(C(=O)Nc2ccc3nc(SCC(=O)N4CCc5ccccc54)sc3c2)cc1,-5.8
CCOC(=O)c1sc2nc3c(c(-c4ccc(OC)cc4)c2c1-n1cccc1)-c1ccccc1C3=O,1.4
CC(C)CC(=O)NC(=S)Nc1ccc2nn(-c3ccc(F)cc3)nc2c1,4.7
Cn1cccc1CNC1CCCCC1,8.2
CN1C(=O)NC(=NCCCN2CCOCC2)C([N+](=O)[O-])C1=O (stereo not given),1.5
COC(=O)[C@@H]1C(c2ccccc2)N=C(c2ccccc2)[C@H]1C (stereo not given in full),3.4
Cc1ccc(Nc2c(-c3c[nH]c4ccccc34)nc3cc(C)ccn23)cc1,-3.0
COc1cccc(CN2CCCC(O)(CN3CCCO3)C2=O)c1 (stereo not given),-1.1
Cc1ccccc1OC(=O)c1cccs1,10.4
CSc1nc(Oc2cc(C)cc(C(C)C)c2)cc(-n2nc(SC)c(C#N)c2N)n1,3.9
COc1ccccc1NS(=O)(=O)Cc1ccccc1F,-13.6
O=C(c1ccccc1)c1cc2ccccc2n1S(=O)(=O)c1ccccc1,-4.8
O=C(NCCc1ccccc1)c1cnn(-c2ccc(F)cc2)c1-n1cccc1,-1.1
Nc1nc2nc(-c3ccccc3)cc(=O)n2[nH]1,-6.2
CC(C)(C)Oc1ncc(-c2cccnc2)c(OC(C)(C)C)n1,2.5
O=C(NCc1ccco1)c1sc2ccccc2c1Cl,-1.8
COc1ccc(CC2(CCC(=O)NCCc3ccccc3C(F)(F)F)CCC(=O)N2)cc1OC (stereo not given),-0.4
O=C(NN1C(=O)/C(=C/c2ccc(Cl)cc2Cl)SC1=S)c1ccccc1Cl,1.1
CNC(=O)Cn1nc(-c2ccc(Cl)cc2)c2ccccc2c1=O,5.0
CSc1ccccc1N1C(=O)CN(C(=O)C2CCCC2)CC1C (stereo not given),1.5
CC1C(=NC(=O)c2cc3cc(Br)ccc3oc2=O)C(=O)N(c2ccccc2)N1C (stereo not given),7.5
CC(=O)N1CCC(N2CCCC(CCc3ccccc3F)C2)CC1 (stereo not given),-3.4
CCCCN(C)C(=O)C1CCC(CNS(=O)(=O)c2ccc(Cl)cc2)CC1 (stereo not given),6.9
COc1ccc(-n2c(C)nc3cc(C(=O)NC4CCCCCC4)ccc32)cc1,-5.5
COc1ccc(-c2nc3c(C#N)c[nH]n3c2NC2CCCC2)cc1,12.7
CSc1ccccc1C(=O)N1CCC(C(Cc2ccccc2)N(C)C(=O)c2ccoc2C)CC1 (stereo not given),7.2
O=C(NCC1(O)CCCCC1)C1CCC(=O)N(CCc2ccccn2)C1 (stereo not given),0.6
Cc1ccc(O)c(NC(=S)Nc2ccccc2)c1,6.5
COc1cc(C(NC(=O)c2ccccc2F)NC(=O)c2ccccc2F)ccc1OC(C)C,-1.3
Cc1ccc(NC(=O)C2CCN(Cc3ccccc3)CC2)cc1,2.4
CCOC(=O)c1ccc(N=C2Sc3nc4ccccc4n3C2=Nc2ccc(C(=O)OCC)cc2)cc1,-3.0
Cc1c(CC(=O)N[C@@H](CC(C)C)C(N)=O)c2c(n1C(C)C)CC(C)(C)CC2=O,8.8
O=C(CSc1ncnc2sc3c(c12)CCCC3)Nc1cccc(Cl)c1,-2.7
CCc1ccccc1-n1c(C)c(C)n2c3c(=O)[nH]c(=O)n(C)c3nc12,17.8
CC(=O)c1ccc(OCc2c(C)noc2C)cc1,3.6
Clc1ccc(OCCN2CCOCC2)c2ccccc12,0.1
Cc1oc(-c2cccc(Cl)c2)nc1CN1CCC(C(=O)NCc2ccc(F)cc2)CC1,-5.0
CN1CCC(N2CCCC2C(=O)Nc2cccc(-n3cccn3)c2)CC1 (stereo not given),6.8
CCOc1cccc(NS(=O)(=O)c2ccccc2)c1,-5.9
CC(C)(C)c1ccccc1OCCCCN1CCCC1,-1.1
O=C(Nc1ccc(F)cc1)c1cccc(F)c1,-3.2

# Fetched by compound from the list above, 4 records:
SMILES,RBX1-CUL1 inh
COc1ccccc1N1CCN(C(=O)c2nc(SC)ncc2Cl)CC1,-11.5
Cc1ccc(C(=O)CC(Sc2ccccc2)c2ccc3c(c2)OCO3)cc1 (stereo not given),10.4
Cc1cccc(NC(=O)/C(C#N)=C/c2ccco2)c1,9.4&-1.8
COc1cc(C(C)=O)ccc1OC(=O)c1ccc([N+](=O)[O-])cc1Cl,-2.6

# Further entries follow.
SMILES,RBX1-CUL1 inh
COc1ccc(NC(=O)C2CCCN(S(=O)(=O)c3cn(C)cn3)C2)cc1Cl (stereo not given),-0.6
Cc1cc(N2C(=O)C(=O)C(C(=O)c3cccs3)C2c2ccc(C(C)C)cc2)no1 (stereo not given),7.9
CCc1ccccc1NC(=O)N1CCN(C(=O)c2nsc3ccccc23)CC1,-0.6
CCO[C@H]1[C@H](NC(=O)c2ccco2)c2ccccc2C12CCN(C(=O)c1sc(C)nc1C)CC2,-8.5
CSC1=NC2(CCN(C(=O)NC3CCCCC3)CC2)N=C1c1ccc(C(C)(C)C)cc1,-10.2
C=CCSc1nc2sc(C)c(C)c2c(=O)n1-c1ccc(OCC)cc1,-8.4
CN(Cc1ccccc1)C(=O)C1CCN(C(=O)c2ccccc2F)CC1,8.0
COc1ccc(OC)c(NC(=O)c2cc3c(=O)oc4ccccc4c3s2)c1,4.9
COc1cc(OC)c(C(=O)Nc2ccccc2O)cc1OC,4.0
Cc1ccc2nc(SCC(=O)Nc3ccccc3C)[nH]c2c1,-3.4
Nc1nc(SCC(=O)Nc2ccc(F)c(Cl)c2)n[nH]1,-1.7
COc1ccccc1C1CC(=O)NC2=C1C(=O)CCC2 (stereo not given),12.8
CCOC(=O)c1cc(C(=O)Nc2sc3c(c2C#N)CCC3)nn1C,-1.6
O=C(c1nn[nH]n1)c1ccccc1O,-5.7
Cc1sc(C)c2c1C1(CCCCC1)OC21CCCCC1,-4.2
COC(=O)c1ccc([C@H]2Nc3ccc(S(=O)(=O)Nc4ccc(F)cc4)cc3[C@H]3C=CC[C@H]32)cc1,7.9
Cc1cccc(C2CC(=O)c3cnn(-c4nc5ccccc5[nH]4)c3C2)c1 (stereo not given),3.4
COc1ccc(C(=O)CNc2ccc(Oc3cccc4ccccc34)cc2)cc1,6.5
Cc1nc2cc(-c3cccc(F)c3)nn2c(C)c1CCC(=O)NCCc1ccccc1,4.9
O=C(Oc1cccc2ccccc12)c1ccc(C(F)(F)F)cc1,-2.1
CCc1ccccc1NS(=O)(=O)c1ccc2c(c1)C(=O)C(C(=O)N(CC)Cc1ccccc1)C=N2 (stereo not given),3.3
CN(C)c1nc(N)c2ncc(=S)[nH]c2n1,-5.0
Cc1cccc(C)c1-n1c(C)cc(/C=N\NC(=O)Nc2ccccc2)c1C,-3.6
CCOc1ccc(N2CC(c3nc4ccccc4n3CCCOc3ccccc3)CC2=O)cc1 (stereo not given),-3.7
O=C(COC(=O)c1cccc(NC(=O)c2ccc(Br)cc2)c1)c1ccc(F)cc1,-12.3
CCOC(=O)c1c2c(n(C)c1CNC(C)C)C(=O)C(=O)c1ccc(Br)cc1-2,97.9*
COc1ccc(NC(=O)CCc2c(C)nc3c(-c4ccc(F)cc4)c(C)nn3c2C)c(OC)c1,0.6
Cc1ccc(CNC(=O)CCCCCn2c(=O)c3sccc3n(CC(=O)Nc3c(C)cc(C)cc3C)c2=O)cc1,1.7
COc1ccc(OC2CCN(C3CCCC3)CC2)c(C(=O)NCc2ccncc2C)c1,-3.6
CCOC(=O)c1c(C)[nH]c(C(=O)N2CCC(CO)(Cc3ccccc3)CC2)c1C,-0.7
CC1=NN(c2ccc(S(N)(=O)=O)cc2)C(=O)/C1=C\c1ccc(-c2ccccc2Br)o1,1.5
COc1ccccc1NC(=O)Cn1c(=O)n(-c2cccc(Cl)c2)c(=O)c2sc3ccccc3c21,-9.7
CCCC(O)(CCC)C(=O)NN(C(=O)OC)c1ccc(C)cc1,-6.2
COc1cccc(CNc2ccc([N+](=O)[O-])cc2C)c1,6.0
CCOC(=O)C1(C(F)(F)F)N=C(c2cccnc2)OC(N2CCCCC2)=N1 (stereo not given),7.0
CC(=O)c1cccc(NS(=O)(=O)c2ccccc2C)c1,-6.8
Cc1cccc(N2OC(C)C(=O)NC2=O)c1 (stereo not given),9.8
CC(C)CC(=O)NCC(C)NC(=O)CC(C)C (stereo not given),-13.6
CCOC(=O)NC(=O)c1cn(C(CC)CO)c(=O)[nH]c1=O (stereo not given),11.6
COc1ccc(Cn2c(C)c(C)n3c4c(=O)[nH]c(=O)n(C)c4nc23)cc1,3.0
O=C(COc1ccccc1Cl)Nc1ccc(Cl)c(-c2nc3ccccc3o2)c1,-9.2
CCC(C)NC(=O)c1ccc(CNS(=O)(=O)c2ccc3c(c2)C(C)(C)C(=O)N3C)cc1 (stereo not given),-4.5
CCCC(C)C(=O)Nc1ccc(Br)c(C)c1 (stereo not given),-3.1
CCCCSc1nc(O)cc(=O)n1C1CCCCC1,3.7
Cc1ccc2oc(=O)c3cnn(CC(=O)N4CCN(c5cccc(Cl)c5)CC4)c3c2c1,-5.8
Cn1c(=O)[nH]c(=O)c2c1nc1n2CCS1,2.9
Cc1ccc(Nc2nc(N)nc(N)c2S(=O)(=O)c2ccccc2)cc1,10.0
Cc1cn2c3c(=O)n(CCN4CCCCC4)c(=O)n(C)c3nc2n1CCO,-4.1
CCOC(=O)c1ccccc1NS(=O)(=O)c1c(C)cc(C)cc1C,6.1
O=C(Nc1c2c(nc3c1CCC3)CCCC2)c1ccncc1,-1.2
CCCN1CCC(NC(=O)COc2ccc(Cl)c(C)c2)CC1,9.3
COc1ccc(-c2nc(S(=O)(=O)c3ccccc3)c(N3CCOCC3)o2)cc1OC,3.9
Cc1ccc(C(=O)c2c(N)c(-c3nc(-c4ccc5c(c4)OCO5)cs3)c3ccccn23)cc1C,-1.2

# In another format: entries from further up
molecule	RBX1-CUL1 inh
O=C(Nc1c2c(nc3c1CCC3)CCCC2)c1ccncc1	-1.2
CCCN1CCC(NC(=O)COc2ccc(Cl)c(C)c2)CC1	9.3
COc1ccc(-c2nc(S(=O)(=O)c3ccccc3)c(N3CCOCC3)o2)cc1OC	3.9

# The list is partial; the hit share may differ from the screen's.
